Screening data: PubChem BioAssay, Broad Institute
SIRT5 block: blocks human SIRT5 desuccinylation of peptide | Purified SirT5, succinyl-peptide AMC, trypsin-coupled fluorescence | inhibition, % at 15 µM | Q9NXA8 | AID 652115 | 330,000 tested, 1.1% active; in the data active = inhibition above about 15%; inconclusive = no clear call, values can overlap the other calls
ERp5 block: inhibitors of human ERp5 | ERp5 insulin aggregation, absorbance 650 nm, 90 min | inhibition, % at 9.99 µM | 350,000 tested, 0.05% active | AID 651711;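 active = mean replicate inhibition above about 25%, with every replicate also reaching it, limit read from the data, passing the limit was not always enough; inconclusive = only one of those two criteria met; inactive = neither criterion met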
E-sel inducer: induces E-selectin expression in human endothelial cells. P16581. HUVEC E-selectin immunofluorescence imaging; normalized: neutral wells 0, TNF-alpha wells 100. activation, % at 7.58 µM. 260,000 tested, 0.37% active;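 active = mean E-selectin-positive cell signal at least 10% of the positive control, reached in at least 60% of replicates, without over 20% cell loss; inconclusive = no rule given, readout overlaps actives, possibly toxicity-flagged; inactive = the rest, including those meeting only one limit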;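 also: in these data hits start at about 27%; measured in HUVEC primary endothelial cells; signal is the percent of cells scored E-selectin positive by PE staining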
Target sequence (P16581 whole entry, looked up): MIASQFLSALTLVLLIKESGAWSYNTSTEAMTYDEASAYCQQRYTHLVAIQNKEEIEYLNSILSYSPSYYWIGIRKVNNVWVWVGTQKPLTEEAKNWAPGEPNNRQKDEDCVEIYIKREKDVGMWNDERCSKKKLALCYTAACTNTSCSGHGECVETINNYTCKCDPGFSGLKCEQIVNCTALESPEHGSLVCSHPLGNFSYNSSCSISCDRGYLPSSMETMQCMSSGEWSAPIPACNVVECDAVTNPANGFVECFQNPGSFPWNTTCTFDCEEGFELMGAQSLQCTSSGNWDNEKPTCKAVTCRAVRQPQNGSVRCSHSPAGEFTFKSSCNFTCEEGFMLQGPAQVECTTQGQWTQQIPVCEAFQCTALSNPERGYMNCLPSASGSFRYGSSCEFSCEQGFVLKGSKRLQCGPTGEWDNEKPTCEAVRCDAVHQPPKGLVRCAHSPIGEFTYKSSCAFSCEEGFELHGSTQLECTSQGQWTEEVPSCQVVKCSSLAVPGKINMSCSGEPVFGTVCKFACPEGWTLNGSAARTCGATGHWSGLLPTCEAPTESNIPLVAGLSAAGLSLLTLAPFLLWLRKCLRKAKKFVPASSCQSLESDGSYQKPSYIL
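System: HUVEC, human umbilical vein endothelial cells; quantity: 3,000 cells/well; buffer or medium: EGM-2 medium, gelatin-coated wells; dosing: single-point compound dose; detection: immunofluorescence imaging; evaluation: % PE-positive cells; benchmarks: TNF-alpha, DMSO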
DENV2 CPE: protects cells from dengue virus 2 cytopathic effect; DENV2-infected cells, cytopathic effect rescue, plate reader; 350,000 tested, 1.7% active; CPE inhibition, % at 9.99 µM; in the data active = CPE inhibition above about 20%, passing the limit was not always enough; inconclusive = no clear call, values can overlap the other calls; tested in BHK-21 cells;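 also: 0% = median of neutral control wells and 100% = median of positive control wells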
Statin myotox sup: suppression of simvastatin myotoxicity; AID 602340; 330,000 tested, 0.78% active; rescue of ATP level, % at 7.49 µM; C2C12 myotubes + simvastatin, ATP luminescence, 48 h; scaled: DMSO 0, geranylgeraniol control 100;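 active = mean ATP rescue above about 67%, or every replicate alone reaching that limit, limit read from the data, passing the limit was not always enough; inconclusive = no clear call, values can overlap the other calls; inactive = mean under the limit and some replicate under it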;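 also: myotubes were challenged with 10 µM simvastatin during compound exposure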
S100A4 MyoIIA: blocks human S100A4 binding to myosin IIA peptide; S100A4/TAMRA-MyoIIA peptide fluorescence polarization; inhibition, % at 10.7 µM; 360,000 tested, 0.14% active; AID 652163; P26447;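 active = mean inhibition of at least 70% across replicates, with every replicate also reaching that level; inconclusive = mean inhibition reaches 70% but some replicates fall short; inactive = mean inhibition below 70%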
Target sequence (P26447 whole entry, looked up): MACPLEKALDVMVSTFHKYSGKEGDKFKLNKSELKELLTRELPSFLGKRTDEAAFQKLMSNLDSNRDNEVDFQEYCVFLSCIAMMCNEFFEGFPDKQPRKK
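System – human S100A4 monomer protein, biochemical binding assay · Buffer or medium – Calcium-containing HEPES buffer, pH 7.2 · Timing – 5 min between mix addition and reading · Also added – TAMRA-labelled myosin IIA heavy-chain peptide probe, 5 nM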
PglD DTNB: inhibitors of Campylobacter jejuni PglD acetyltransferase; purified PglD enzyme, DTNB colorimetric CoA detection; inhibition, % at 12.5 µM; 360,000 tested, 0.098% active; in the data active = inhibition above about 16%, passing the limit was not always enough; inconclusive = no clear call, values can overlap the other calls; also: strong numbers were not always called active
Starred values were filed as active, the others as inactive; ? = inconclusive; . = no result given. A portion of the library, so the mix of outcomes need not match the whole.

Letter code: A = SIRT5 block; B = ERp5 block; C = E-sel inducer; D = DENV2 CPE; E = Statin myotox sup; F = S100A4 MyoIIA; G = PglD DTNB
1) CCCCN(C)CCCNC(=O)CC1Oc2ccccc2NC1=O (centres undefined)
  A = .; B = 3.3; C = .; D = 18.7; E = 6.0; F = -7.2; G = 5.3
2) CCOc1c2ccc(C(=O)NCCc3ccc(C)cc3)cc2nn1CC
  A = -13.4; B = -8.4; C = 0.1; D = .; E = -8.6; F = -0.7; G = 2.3
3) C[C@@H]1CCCCO[C@H](CN(C)C(=O)Nc2ccccc2)[C@@H](C)CN([C@@H](C)CO)C(=O)c2cc(NC(=O)CCC(F)(F)F)ccc2O1
  A = -1.7; B = 3.1; C = .; D = 5.2; E = .; F = 6.1; G = 0.9
4) CCc1nnc(NC(=O)c2nc(S(=O)(=O)Cc3ccccc3)ncc2Cl)s1
  A = -1.2; B = 5.1; C = .; D = 14.9; E = -84.2; F = 5.2; G = 0.8
5) COC(=O)c1cccc(NC(=O)CC2NCCNC2=O)c1 (centres undefined)
  A = -1.6; B = 4.1; C = 2.2; D = ?; E = 1.5; F = 1.6; G = 1.4
6) CCCC(=O)Nc1ccc(C=C(C(C)=O)C(C)=O)cc1
  A = -11.3; B = -1.3; C = -0.2; D = 6.1; E = .; F = 0.5; G = -3.6
7) COCC(=O)N(C)C[C@H]1Oc2cc(-c3ccc(C)cc3)ccc2S(=O)(=O)N([C@@H](C)CO)C[C@@H]1C
  A = -5.5; B = -6.5; C = -0.2; D = 0.0; E = 15.7; F = 3.7; G = -2.9
8) C[C@@H]1CN([C@@H](C)CO)C(=O)c2cc(NS(=O)(=O)c3ccc(Cl)cc3)ccc2O[C@@H](C)CCCCO[C@H]1CN(C)C(=O)c1ccccc1
  A = -0.6; B = 0.4; C = -0.2; D = -12.2; E = .; F = -13.9; G = -4.3
9) CCOC(=O)c1c(C)[nH]c(C)c1C(=O)COC(=O)c1cccnc1Cl
  A = 1.8; B = -0.1; C = -0.2; D = 6.4; E = -0.3; F = -1.5; G = 1.6
10) CCOC(=O)C1(C)CCCN(C(=O)c2cc(C)oc2C)C1 (centres undefined)
  A = 3.7; B = 3.6; C = -0.2; D = -9.1; E = -2.5; F = -5.1; G = -4.0
11) CNC(=O)c1ccsc1NC(=O)c1ccccc1
  A = 2.5; B = 2.2; C = 0.5; D = 15.2; E = 1.4; F = -2.4; G = -6.7
12) O=C(/C=C/c1cccnc1)c1cccc(O)c1
  A = -8.4; B = 3.9; C = .; D = 4.8; E = 28.0; F = 0.7; G = -0.7
13) C[C@@H]1CN([C@@H](C)CO)C(=O)c2cccc(NC(=O)C3CCCCC3)c2O[C@@H]1CN(C)CC1CC1
  A = 12.5; B = -1.5; C = -0.1; D = -7.5; E = 5.6; F = -8.4; G = -2.4
14) O=C(Cc1c[nH]c2ccccc12)N[C@@H](Cc1c[nH]c2ccccc12)C(=O)O
  A = -2.4; B = 1.8; C = 0.2; D = -2.5; E = 11.1; F = 3.3; G = -3.6
15) Cc1cccc(S(=O)(=O)N2CCCCN3[C@H](CO)[C@H](c4ccc(C#C[C@H](C)O)cc4)[C@@H]3C2)c1
  A = -8.2; B = -1.0; C = -0.7; D = -14.0; E = 31.3; F = -8.3; G = -1.8

The final two compounds of the part above come first, to join the parts:
Letter code: A = SIRT5 block; B = ERp5 block; C = E-sel inducer; D = DENV2 CPE; E = Statin myotox sup; F = S100A4 MyoIIA; G = PglD DTNB
14) O=C(Cc1c[nH]c2ccccc12)N[C@@H](Cc1c[nH]c2ccccc12)C(=O)O
  A = -2.4; B = 1.8; C = 0.2; D = -2.5; E = 11.1; F = 3.3; G = -3.6
15) Cc1cccc(S(=O)(=O)N2CCCCN3[C@H](CO)[C@H](c4ccc(C#C[C@H](C)O)cc4)[C@@H]3C2)c1
  A = -8.2; B = -1.0; C = -0.7; D = -14.0; E = 31.3; F = -8.3; G = -1.8
16) COc1ccc2c3c([nH]c2c1)[C@H](CO)N(Cc1ccncc1)CC31CN(Cc2ccc(-c3ccccn3)cc2)C1
  A = -1.3; B = 2.1; C = -0.2; D = -5.8; E = .; F = -0.1; G = .
17) CCCC(=O)Nc1ccc2c(c1)C(=O)N(C)[C@H]1CC[C@@H](CC(=O)Nc3cn(C)nc3C)O[C@@H]1CO2
  A = -4.4; B = -0.1; C = 0.2; D = 1.7; E = -11.5; F = 2.1; G = -3.3
18) COc1ccccc1CC(=O)N1CCCC(CCC(=O)NCc2ccccc2F)C1 (centres undefined)
  A = -1.6; B = -1.8; C = .; D = 1.0; E = -4.1; F = 3.8; G = -1.7
19) COc1cc(CCC(=O)OCC(=O)Nc2c(C)cc(C)cc2C)cc(OC)c1OC
  A = -2.2; B = -4.4; C = -1.6; D = -3.0; E = .; F = -2.8; G = .
20) Cc1cc2c(c(=O)o1)[C@@]1(C(=O)N(C)c3ccccc31)C1=C(CCC1=O)O2
  A = .; B = 1.6; C = 0.2; D = -0.5; E = .; F = -4.7; G = .
21) Cc1ccc(NNC(=O)c2c(C)noc2C)cc1Cl
  A = -5.7; B = -2.5; C = .; D = ?; E = 18.6; F = 1.3; G = .
22) Cc1ccc(S(=O)(=O)N(C)C[C@@H]2Oc3ccc(NC(=O)Cc4cn(C)c5ccccc45)cc3C(=O)N([C@H](C)CO)C[C@@H]2C)cc1
  A = 3.9; B = 7.0; C = -0.6; D = 13.1; E = -2.1; F = 1.4; G = 1.2
23) COc1nnc(-c2ccc(N3CCCCC3)c(NC(=O)C3CCCCC3)c2)c2ccccc12
  A = .; B = .; C = -2.4; D = .; E = -8.0; F = .; G = -2.7
24) CCOC(=O)CC1(CC)Oc2ccccc2N1S(=O)(=O)c1ccc(C)cc1 (centres undefined)
  A = -3.6; B = 0.7; C = -4.6; D = 0.3; E = .; F = 0.3; G = .
25) CC(C)NC(=O)N(Cc1ccc(Cl)cc1)Cc1cccs1
  A = -3.4; B = 2.3; C = .; D = 11.5; E = .; F = -4.4; G = .
26) Cc1nc(CN(C)C(=O)c2cc(COc3ccc4ncccc4c3)on2)cs1
  A = -4.3; B = -4.8; C = 0.1; D = -2.4; E = .; F = -3.2; G = .
27) CCCC(=O)Nc1sc(C(=O)OC)c(C)c1C(N)=O
  A = 1.1; B = 0.6; C = .; D = 0.1; E = 1.2; F = 0.6; G = -2.0
28) O=C(NC(=S)NNC(=O)c1ccccc1O)c1ccco1
  A = 2.2; B = -0.9; C = .; D = 5.1; E = .; F = 2.5; G = -0.2
29) COCCNC(=O)C[C@H]1CC[C@@H]2[C@H](COC[C@@H](O)CN2Cc2ccc(Cl)c(Cl)c2)O1
  A = .; B = .; C = -0.1; D = 0.9; E = 7.9; F = .; G = 0.7
30) CCC(=O)Nc1nc(-c2cc([N+](=O)[O-])cs2)cs1
  A = -2.4; B = -3.6; C = -2.3; D = 7.7; E = .; F = 3.0; G = .
31) CC(C)N1CCN(S(=O)(=O)c2ccccc2)c2ccccc21
  A = -3.4; B = -30.4; C = .; D = -16.8; E = -12.4; F = -2.9; G = 8.3
32) OCCCCc1nccc2c1[nH]c1ccccc12
  A = -33.7; B = 1.0; C = 0.6; D = -2.9; E = .; F = 2.2; G = .

Some of the entries so far, in transposed form.
16	COc1ccc2c3c([nH]c2c1)[C@H](CO)N(Cc1ccncc1)CC31CN(Cc2ccc(-c3ccccn3)cc2)C1
17	CCCC(=O)Nc1ccc2c(c1)C(=O)N(C)[C@H]1CC[C@@H](CC(=O)Nc3cn(C)nc3C)O[C@@H]1CO2
18	COc1ccccc1CC(=O)N1CCCC(CCC(=O)NCc2ccccc2F)C1 (centres undefined)
19	COc1cc(CCC(=O)OCC(=O)Nc2c(C)cc(C)cc2C)cc(OC)c1OC
20	Cc1cc2c(c(=O)o1)[C@@]1(C(=O)N(C)c3ccccc31)C1=C(CCC1=O)O2
21	Cc1ccc(NNC(=O)c2c(C)noc2C)cc1Cl
22	Cc1ccc(S(=O)(=O)N(C)C[C@@H]2Oc3ccc(NC(=O)Cc4cn(C)c5ccccc45)cc3C(=O)N([C@H](C)CO)C[C@@H]2C)cc1
23	COc1nnc(-c2ccc(N3CCCCC3)c(NC(=O)C3CCCCC3)c2)c2ccccc12

| entry no. | 16 | 17 | 18 | 19 | 20 | 21 | 22 | 23 |
| --- | --- | --- | --- | --- | --- | --- | --- | --- |
| SIRT5 block | -1.3 | -4.4 | -1.6 | -2.2 | . | -5.7 | 3.9 | . |
| ERp5 block | 2.1 | -0.1 | -1.8 | -4.4 | 1.6 | -2.5 | 7.0 | . |
| E-sel inducer | -0.2 | 0.2 | . | -1.6 | 0.2 | . | -0.6 | -2.4 |
| DENV2 CPE | -5.8 | 1.7 | 1.0 | -3.0 | -0.5 | ? | 13.1 | . |
| Statin myotox sup | . | -11.5 | -4.1 | . | . | 18.6 | -2.1 | -8.0 |
| S100A4 MyoIIA | -0.1 | 2.1 | 3.8 | -2.8 | -4.7 | 1.3 | 1.4 | . |
| PglD DTNB | . | -3.3 | -1.7 | . | . | . | 1.2 | -2.7 |
